Screening data: PubChem BioAssay, several laboratories
KCNK3 block = human KCNK3 channel inhibitors, primary screen, CHO cells, FluxOR thallium flux, B-score; Potassium channel subfamily K member 3 (Homo sapiens), O14649; FluxOR fluorescence; active compounds read low; B-score at 10 µM; actives 0.84% (n = 340,000);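 active means B-score under library mean minus 4 SD, starting fluorescence ratio at most library mean plus 5 SD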;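 further: more negative B-score means stronger inhibition of thallium flux through KCNK3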
DYRK1A inh = rat Dyrk1A kinase inhibitors, primary screen, biochemical, single point, plate reader. Dual specificity tyrosine-phosphorylation-regulated kinase 1A (Rattus norvegicus), Q63470. inhibition, % at 12.5 µM. ADP-Glo luminescence, NFATc1 peptide. actives 0.43% (n = 310,000); in the data active means inhibition above about 50%;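 further: plate controls were vehicle with enzyme for no effect and no enzyme for full effect; many of its hits are not listed in these tables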
KCNK9 block = KCNK9 potassium channel inhibitors, primary screen, HEK293 cells, thallium flux; Potassium channel subfamily K member 9 (Homo sapiens), Q9NPC2; FluxOR thallium flux fluorescence; active compounds read low; B-score at 10 µM; actives 1.2% (n = 310,000); AID 488922, 2010;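 active means ratio B-score over 3 SD below the library mean, with starting fluorescence within 5 SD of its mean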;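 further: negative B-score means less thallium flux so channel inhibition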
hERG rescue = hERG rescue from dofetilide block, primary screen, cell-based, CHO-hERG, FluxOR thallium flux, dofetilide IC70; Voltage-gated inwardly rectifying potassium channel KCNH2 (Homo sapiens), Q12809; dofetilide IC70 present; activation (rescue from dofetilide block), less the hit threshold, % at 10 µM; actives 0.51% (n = 310,000); AID 1511, 2009;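 active means activation above the mean of controls blocked by dofetilide plus 5 SD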;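 further: thallium influx through hERG after potassium depolarization seen as dye fluorescence rise; in these data hits start at about 4.7%; inactives centre near -7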
Target sequence (Q12809 whole entry, looked up): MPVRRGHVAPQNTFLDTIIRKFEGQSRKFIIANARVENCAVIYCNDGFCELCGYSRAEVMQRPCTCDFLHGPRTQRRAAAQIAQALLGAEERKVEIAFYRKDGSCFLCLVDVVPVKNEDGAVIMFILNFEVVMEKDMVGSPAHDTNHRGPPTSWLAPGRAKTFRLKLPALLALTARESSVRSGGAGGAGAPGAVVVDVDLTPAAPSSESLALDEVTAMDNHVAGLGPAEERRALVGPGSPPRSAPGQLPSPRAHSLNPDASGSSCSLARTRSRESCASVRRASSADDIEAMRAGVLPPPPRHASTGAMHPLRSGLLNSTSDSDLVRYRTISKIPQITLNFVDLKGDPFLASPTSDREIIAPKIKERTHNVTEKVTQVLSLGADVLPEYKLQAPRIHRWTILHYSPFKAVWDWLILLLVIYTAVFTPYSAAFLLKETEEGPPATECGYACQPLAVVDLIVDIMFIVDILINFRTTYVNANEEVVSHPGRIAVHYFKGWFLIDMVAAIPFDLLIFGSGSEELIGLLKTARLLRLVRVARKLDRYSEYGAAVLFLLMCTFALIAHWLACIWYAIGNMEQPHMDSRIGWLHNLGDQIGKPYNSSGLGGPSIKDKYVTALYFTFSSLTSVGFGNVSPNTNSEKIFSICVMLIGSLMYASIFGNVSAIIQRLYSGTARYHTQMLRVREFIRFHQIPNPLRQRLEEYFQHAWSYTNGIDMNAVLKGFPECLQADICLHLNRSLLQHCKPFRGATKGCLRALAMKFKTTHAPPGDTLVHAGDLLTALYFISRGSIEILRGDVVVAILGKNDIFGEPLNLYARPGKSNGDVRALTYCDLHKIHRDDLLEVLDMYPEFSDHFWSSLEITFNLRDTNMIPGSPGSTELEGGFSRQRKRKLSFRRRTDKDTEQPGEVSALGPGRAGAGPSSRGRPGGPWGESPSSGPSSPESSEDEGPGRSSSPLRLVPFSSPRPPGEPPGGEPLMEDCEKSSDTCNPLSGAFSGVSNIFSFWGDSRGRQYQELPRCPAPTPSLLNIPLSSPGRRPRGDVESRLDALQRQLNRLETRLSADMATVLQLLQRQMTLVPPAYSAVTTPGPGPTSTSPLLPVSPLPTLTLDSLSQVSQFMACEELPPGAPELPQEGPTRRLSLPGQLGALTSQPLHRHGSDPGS
GSK3 alpha inh = blockers of GSK3A enzyme activity – biochemical, luminescence, cell-free homogeneous, HTS, primary screen | Glycogen synthase kinase-3 alpha (Homo sapiens), P49840 | GSK-3 alpha kinase, ADP-Glo luminescence, 60 min | inhibition, % at 10 µM | actives 0.1% (n = 320,000) | AID 2650, 2010;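 in the data active means inhibition above about 50%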;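 further: GST-tagged GSK-3 alpha with peptide substrate and 25 µM ATP; 0% = DMSO neutral wells and 100% = GW8510 positive control wells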
PolyA inh = polyadenylation inhibitors in yeast reporter cells, primary screen, luminescence, S. cerevisiae | S. cerevisiae SKY197-pL101 polyadenylation reporter, beta-gal luminescence; efflux-impaired pdr1/pdr3 knockout yeast; score 100 = 6 SD above DMSO | calls only at 12 µM | actives 0.02% (n = 300,000);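 active means lowest replicate activity score at least 50, where 100 means six control SD above control mean; inconclusive means lowest score under 50 but half or more replicates reach 50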;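 further: yeast exposed to compound for 9 h at 30 °C; higher score means more reporter readthrough which indicates perturbed polyadenylation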
KCNQ1 act = potentiators or activators of KCNQ1 channel, primary screen, cell-based, thallium flux, high-throughput; Potassium voltage-gated channel subfamily KQT member 1 (Homo sapiens), P51787; CHO-K1 KCNQ1, thallium flux FluxOR fluorescence; active compounds read high; B-score at 10 µM; actives 0.35% (n = 310,000);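 active means fluorescence ratio B-score, a plate-corrected score, at least three library SD, with initial intensity B-score within 5 SD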
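Assay system: CHO-K1 cells stably expressing KCNQ1; Medium: assay buffer with matched DMSO; Also added: K+/Tl+ depolarizing stimulus; Dosing: single dose; Timing: dye 90 min, compound 20 min, room temperature; Measured by: kinetic FluxOR thallium fluorescence, 10-s 1-Hz baseline, 110-s post-stimulus read; Read-out: peak-minus-minimum fluorescence over initial fluorescence, negative-control normalized, B-scored.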
RGS4 act = RGS4 potentiators or activators, primary screen, cell-based, HEK293 M3R inducible RGS4, calcium flux | carbachol calcium flux Fluo4; active compounds read low | B-score at 10 µM | actives 0.92% (n = 310,000) | AID 463111, 2010;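 active means B-score of the integrated calcium signal more than 4 SD below the library mean, with starting fluorescence not abnormally high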;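 further: negative B-score means reduced calcium response which marks RGS4 activation or potentiation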
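Detection: kinetic calcium fluorescence imaging with Fluo4-AM dye, 2 µM / Material: HEK293 cells with stable M3R and inducible RGS4 / Schedule: recording 10 s baseline at 1 Hz, 100 s post-agonist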
HDAC3 inhib = HDAC3 deacetylase inhibitors, primary screen, biochemical, fluorescence, cell-free homogeneous | AID 2718, 2010 | actives 0.15% (n = 320,000) | recombinant HDAC3, fluorogenic peptide/trypsin coupled | Histone deacetylase 3 (Homo sapiens), O15379 | inhibition, % at 8.3 µM; in the data active means inhibition above about 26%, passing the limit was not always enough; inconclusive means no clear call, values can overlap the other calls
GSK3beta inhib = human GSK3beta kinase inhibitors, primary screen, biochemical, cell-free homogeneous, HTS. Glycogen synthase kinase-3 beta (Homo sapiens), P49841. activity score (negative = inhibition), % at 10 µM. actives 0.038% (n = 300,000). GST-GSK3beta kinase, ADP-Glo luminescence, 60 min; active compounds read low. AID 2097, 2009;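 active means more than half of replicate wells score below -50%, meaning over 50% inhibition versus plate controls; inconclusive means some replicates but at most half score below -50%; inactive means no replicate scores below -50%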;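 further: 0% = median DMSO wells and -100% = median GW8510 positive control wells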
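Test system: GST-tagged human GSK3beta kinase, cell-free; evaluation: activity score scaled between in-plate DMSO and GW8510 controls; measured by: ADP-Glo luminescence; incubation: 60 min reaction, RT; benchmarks: DMSO and 20 µM GW8510; reagent: peptide substrate plus 25 µM ATP (final); medium: Tris/MgCl2 kinase buffer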
KCNQ1 inh = inhibitors of human KCNQ1 channel, primary screen, cell-based, thallium flux, high-throughput | Potassium voltage-gated channel subfamily KQT member 1 (Homo sapiens), P51787 | CHO-K1 KCNQ1, FluxOR thallium flux fluorescence; active compounds read high | B-score at 10 µM | actives 1.3% (n = 310,000) | AID 2642, 2010;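 active means compounds whose thallium flux B-score, printed positive for inhibition, exceeds three library SD while starting fluorescence stays within three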;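 further: channel opened by potassium depolarization with thallium stimulus after 20 min compound exposure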
* marks the source's active call; other numbers are inactive results; i = inactive; ? = inconclusive; · = no result given; & = joins results of further samples.

SMILES	KCNK3 block	DYRK1A inh	KCNK9 block	hERG rescue	GSK3 alpha inh	PolyA inh	KCNQ1 act	RGS4 act	HDAC3 inhib	GSK3beta inhib	KCNQ1 inh
CN(C)S(=O)(=O)c1ccc2c(c1)nc(CCC(=O)NCc1ccc(Cl)cc1)n2C	i	-1	i	-6	-1	i	i	i	4	-2	i
O=C(O)/C=C\C(=O)Nc1ccc(F)c(F)c1F	i	-3	i	-4	0	i	i	i	2	-1	i
Cn1c2ccccc2c(=O)c2ccc(C#CC3(N)CCCCC3)cc21	i	58*	i	-18	-2	i	i	i	-86	5	i
CC1(C(=O)NCc2ccccc2)Oc2ccccc2NC1=O (centres undefined)	i	-3	i	-5	1	i	i	i	9	3	i
COc1ccc(Nc2nnc(SCC(=O)/C=C3/N(C)c4ccccc4C3(C)C)s2)cc1	i	-1	i	-8	0	i	i	i	6	-1	i
Cn1c(CO)cnc1SCc1c(Cl)cccc1Cl	i	6	i	-8	-3	i	i	i	-2	-3	i
Cc1c(Cl)cccc1NC(=O)c1cc(-c2ccco2)on1	i	-6	i	-4	-1	i	i	i	0	1	i
COc1cc(/C=C2/SC(=O)NC2=O)ccc1Oc1ccc([N+](=O)[O-])cc1[N+](=O)[O-]	i	80*	i	-4	-4	i	i	i	4	-1	i
N#Cc1ccc(/C=C/C(=O)c2cccnc2)cc1	i	7	i	-15	-48	i	i	i	8	2	6*
CCC(CC)c1nnc(NC(=O)C2=NNC(=O)CC2)s1	i	-4	i	-10	-2	i	i	i	6	1	i
CC(=O)Nc1ccc(OS(=O)(=O)c2ccc([N+](=O)[O-])cc2)cc1	i	-1	i	-1	-2	i	i	i	-3	1	i
CN(C)CCOC(=O)C1(c2ccccc2)CCOCC1	i	0&1	i	-5&-2	-2&-5	i	i	i	0&7	0&3	i
CC(O)CNc1cc(N)c([N+](=O)[O-])cc1[N+](=O)[O-] (centres undefined)	i	30	i	-4	4	i	i	i	8	0	i
CCOCCCn1c(SCC(=O)NC2CCCC2)nc2ccccc2c1=O	i	1	i	-3	2	i	i	i	-1	-1	i
Cc1c(O)ccc2c(CC(=O)N[C@@H](Cc3ccccc3)C(=O)O)cc(=O)oc12	i	7	i	-7	15	i	i	i	-39	-2	i
COc1cccc(-c2c(C(=O)N/N=C/c3sccc3C)nnn2-c2nonc2N)c1	i	·	i	-10	·	i	i	i	4	-2	i
Cc1ccc(NC(=O)/C(=C/c2ccc([N+](=O)[O-])cc2)NC(=O)c2ccccc2)cc1	i	-4	i	-6	0	i	i	i	3	-4	i
COC(C(=O)NCc1ccccc1C)c1ccccc1 (centres undefined)	i	-4	i	-5	-4	i	i	i	-7	5	i
CCCCCn1c(=O)[nH]c2cc(C(=O)NCCCN(C)Cc3ccccc3)ccc2c1=O	i	8	i	-17	-2	i	i	i	0	0	i
O=C(O)c1cnn(-c2ccccc2)c1-n1cccc1	i	-3	i	-10	-4	i	i	i	-8	1	i
Cc1cc(C)c2c(CN3CCC(C)CC3)cc(=O)oc2c1	i	3	i	-9	-3	i	i	i	6	1	i
Cc1ccc(C2(C)NC(=O)N(CC(=O)Nc3ccc(Cl)c(S(=O)(=O)N4CCCCC4)c3)C2=O)cc1 (centres undefined)	i	-1	i	-16	-2	i	i	i	?	2	i
COCCCNC(=O)C1CCC(CNS(=O)(=O)c2ccc(OC)cc2)CC1 (centres undefined)	i	-7	i	-9	-4	i	i	i	-2	-1	i
CCN(CC(O)c1cccc(O)c1)C(=O)C12CC3CC(CC(C3)C1)C2 (centres undefined)	i	0	i	-6	-1	i	i	i	4	1	6*
Cc1cc(=O)[nH]c(/N=C(\N)Nc2ccc(SC(F)F)cc2)n1	i	-5	i	-13	1	i	i	i	-2	0	i
COc1ccc(CCNC(=O)CCCOc2cccc(C)c2C)cc1OC	i	12	i	-10	-1	i	i	i	5	1	i
CCC(CC)C(=O)NCCc1cc2ccc(C)cc2[nH]c1=O	i	-1	i	-7	13	i	i	i	3	4	i
CCC(=O)OCC(=O)c1cc(C)n(-c2ccc(Br)cc2)c1C	i	·	i	-4	-2	i	i	i	6	1	i
CCOC(=O)c1[nH]c2ccc(C)cc2c1N	i	4	i	-6	-2	i	i	i	-3	1	i
COC(=O)c1ccc(COc2ccc(/C=N/Nc3nc(C)cc(=O)[nH]3)cc2)cc1	i	12	i	-7	-5	i	i	i	12	-5	i
Cc1ccc(C)c(NC(=O)CSc2nnc(-c3ccccc3)o2)c1	i	-4	i	-5	1	i	i	i	-8	5	i
Cc1cc(C)c2sc(N(CCCN(C)C)C(=O)c3ccc(Br)s3)nc2c1	i	-10	i	-19	-1	i	i	i	6	0	i
O=C(NCCN1CCOCC1)c1cc(Sc2cccc(Cl)c2)nc2ccccc12	i	2	i	-15	0	i	i	i	-3	-5	i
CCCCS(=O)(=O)c1sc2nc3c(cc2c1N)CCCC3	i	3	i	-2	1	i	i	i	-6	-2	i
Cc1c(C(=O)OCC(=O)c2c(N)n(CC(C)C)c(=O)n(C)c2=O)oc2ccccc12	i	8	i	-14	-3	i	i	i	14	0	i
CCOC(=O)c1cc(C(C)(C)C)oc1CNC(=O)c1c(C)oc2c1CCCC2	i	6	i	-23	-2	i	i	i	-4	0	10*
CC(=O)Nc1ccc(S(=O)(=O)NCc2nc(-c3ccccc3Cl)no2)cc1	i	1	i	-8	-2	i	i	i	-3	0	i
Cc1ccc2[nH]cc(CCNC(=O)c3ccco3)c2c1	i	8	i	-4	0	i	i	i	3	-2	i
Cc1ccc(C(=S)NCS(=O)(=O)c2ccc(C)cc2)cc1	i	-9	i	-8	-2	i	i	i	5	-3	i
Cc1ccc(/C=N/c2sc3c(c2C#N)CCC3)o1	i	11	i	-7	2	i	i	i	0	0	i
O=C(c1ccc2nc(N3CCCCC3)sc2c1)N1CCN(c2ccccn2)CC1	i	1	i	-11	-1	i	i	i	4	0	i
CCN1CCN(CC(=O)n2c3c(c4ccccc42)CC(C)CC3)CC1 (centres undefined)	i	-3	i	-7	1	i	i	i	16	3	i
CCc1ccc(NC(=O)N2CCCCCC2)cc1	i	-2	i	-3	-3	i	i	i	5	3	i
CCCc1cc(=O)[nH]c2nnc(SCC(=O)Nc3cccc(NC(C)=O)c3)n12	i	12	i	-2	·	i	i	i	·	2	i
Cc1ccc(NC(=O)C2CC(=O)N(c3ccc4c(c3)OCCO4)C2)nc1 (centres undefined)	i	18	i	-7	2	i	i	i	3	-5	i
CCOC(=O)c1c(C)[nH]c(C(=O)CSc2nccc(C)n2)c1C	i	-5	i	-5	·	i	i	i	-1	-27	i
COc1cc(CC(=O)Nc2nccs2)cc(OC)c1OC	i	0	i	-4	3	i	i	i	3	-5	i
COC(=O)C(NC(C)=O)(Nc1nc2ccc(S(C)(=O)=O)cc2s1)C(F)(F)F (centres undefined)	i	5	i	-7	2	i	i	i	1	-3	i
COC(=O)Nc1ccccc1C(=O)N1CCCCC1	i	-1	i	-4	·	i	i	i	-1	0	i
COc1ccc(C(=O)c2sc3nc(C)cc(-c4cccs4)c3c2N)cc1OC	i	0	i	-10	-1	i	i	-8.7*	19	-1	7*
CC(C)NC(=O)c1ccc(-n2c(=S)[nH]c3ccccc3c2=O)cc1	·	·	i	-6	-2	i	i	i	3	-1	i
Cc1ccc(S(=O)(=O)N2CCC(C(=O)NC3CCCC3)CC2)cc1Cl	i	-2	i	-3	-1	i	i	i	-3	-1	i
Cc1cc(C)c(NC(=O)CC(C)(C)C)c(Cl)c1	i	-6	i	-8	-2	i	i	i	-1	1	i
CC(C)OCP(=O)(c1ccccc1)c1ccccc1	i	4	i	1	-1	i	i	i	4	-1	i
CC1CCCCC1NC(=O)CO/N=C/c1ccc(OC(F)F)cc1 (centres undefined)	i	0	i	-14	0	i	i	i	-2	1	i
CCOC(=O)N1CCN(C(=O)c2cnn(-c3ccccc3)c2NC(=O)c2ccccc2F)CC1	i	-9	i	0	0	i	i	i	-10	1	i

Random excerpt: 5 compounds from above.
SMILES	KCNK3 block	DYRK1A inh	KCNK9 block	hERG rescue	GSK3 alpha inh	PolyA inh	KCNQ1 act	RGS4 act	HDAC3 inhib	GSK3beta inhib	KCNQ1 inh
CCc1ccc(NC(=O)N2CCCCCC2)cc1	i	-2	i	-3	-3	i	i	i	5	3	i
CN(C)CCOC(=O)C1(c2ccccc2)CCOCC1	i	0&1	i	-5&-2	-2&-5	i	i	i	0&7	0&3	i
Cc1cc(C)c2sc(N(CCCN(C)C)C(=O)c3ccc(Br)s3)nc2c1	i	-10	i	-19	-1	i	i	i	6	0	i
CC1CCCCC1NC(=O)CO/N=C/c1ccc(OC(F)F)cc1 (centres undefined)	i	0	i	-14	0	i	i	i	-2	1	i
O=C(O)c1cnn(-c2ccccc2)c1-n1cccc1	i	-3	i	-10	-4	i	i	i	-8	1	i

This is a subset. The share of hits here may be higher or lower than overall.
